High-throughput results: PubChem BioAssay, several laboratories
DPM-DC inhibit: S. pneumoniae DPM-DC inhibitors, primary screen, biochemical, PK/LDH-coupled NADH fluorescence. diphosphomevalonate decarboxylase (Streptococcus pneumoniae D39). hit rate 0.49% among 65,000. calls only at 10 µM. purified DPM-DC;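 active = the 320 compounds with the highest percent inhibition in the single-dose primary screen, excluding strongly autofluorescent ones, cut at about 32% in these data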;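 also: kinetic rate of NADH fluorescence loss reporting ADP formed by the decarboxylase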
Spn PMK inh: S. pneumoniae PMK inhibitors, primary screen, biochemical, mevalonate pathway, pilot trial included. phosphomevalonate kinase (Streptococcus pneumoniae D39). purified PMK, PK/LDH-coupled NADH absorbance 340 nm. inhibition, % at 10 µM. hit rate 0.49% among 65,000. AID 539, 2006;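 active = top-ranked compounds by inhibition in the single 10 µM screen, taking a fixed number of the strongest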;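 also: 0% = full reaction with DMSO carrier and 100% = background rate without enzyme reaction; no value below 0 was filed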
HPDE-C7 viability: cytotoxicity in HPDE-C7 cells, cell-based, fluorescence, HTS (AID 430); HPDE-C7 pancreatic duct cells viability, fluorescence; higher % means a stronger effect; cytotoxicity, % at 10 µM, or EC50 in µM where a hit was titrated; hit rate 1.8% among 63,000;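 also: cells exposed to compound for 48 hours before viability readout; 0% = vehicle and 100% = reference cytotoxic drug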
KRASV12 cytotoxicity: cytotoxicity in KRAS-transformed pancreatic duct cells, primary screen, cell-based, fluorescence, HTS (AID 431). HPDE-C7K KRASV12 cells, Alamar Blue viability, 48 h; higher % means a stronger effect. cytotoxicity, % at 10 µM, or EC50 in µM where a hit was titrated. hit rate 1.7% among 63,000;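 active = compounds whose percent cytotoxicity in the single-dose primary screen, scaled between solvent and toxic-drug controls, exceeds 50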;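 also: 0% = DMSO solvent wells and 100% = doxorubicin-treated wells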
Spn MK inh: S. pneumoniae MK inhibitors, primary screen, biochemical, PK/LDH-coupled NADH absorbance | AID 555, 2006 | inhibition, % at 10 µM | hit rate 0.48% among 65,000 | purified MK, PK/LDH-coupled NADH absorbance 340 nm;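 active = ranked among the strongest by inhibition in the single 10 µM screen, a fixed top-ranked set picked for dose follow-up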; also: no value below 0 was filed
HT1080 cytotoxicity: cytotoxicity in HT1080 fibrosarcoma cells, cell-based, fluorescence readout (AID 620). HT1080 viability, fluorescence; higher % means a stronger effect. cytotoxicity, % at 10 µM; hits with a dose series show EC50 in µM. hit rate 0.42% among 87,000;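 also: cells exposed to compound overnight then 4 h with Alamar Blue; 0% = vehicle DMSO and 100% = killing control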
Bfl-1 displacement: Bfl-1 inhibitors, primary screen, biochemical, fluorescence polarization, FITC-Bid, mouse (AID 432); Bcl-2-related protein A1 (Mus musculus); FITC-Bid BH3 peptide fluorescence polarization displacement; higher % means a stronger effect; one-dose displacement, % at 20 µM; IC50 in µM for titrated hits; hit rate 0.02% among 64,000; in the data active = a potency from the dose series; inactive = the rest, 99 in 100 with displacement below about 15%; also: strong numbers were not always called active
LYP inhibition: LYP phosphatase inhibitors, primary screen, biochemical, DiFMUP fluorescence, recombinant catalytic domain, 10 µM (AID 606) | Tyrosine-protein phosphatase non-receptor type 22 (Homo sapiens) | recombinant LYP catalytic domain, DiFMUP fluorescence; higher % means a stronger effect | one-dose inhibition, % at 10 µM; IC50 in µM for titrated hits | 52,000 tested, under 10 active;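 active = IC50 under 40 µM in the dose-response test; inactive = IC50 of 40 µM or more, or never dose-tested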
Alkaline phosphatase: human TNAP enzyme inhibitors, biochemical, luminescent (AID 518) | Alkaline phosphatase, tissue-nonspecific isozyme (Homo sapiens) | inhibition, % at 20 µM, or IC50 in µM where a hit was titrated | purified TNAP enzyme, luminescent substrate readout; higher % means a stronger effect | hit rate 0.09% among 64,000; in the data active = a potency from the dose series; inactive = the rest, 99 in 100 with inhibition below about 22%;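 also: plate controls were vehicle for no effect and reference inhibitor for full effect; many of its hits are not listed in these tables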
Spn PMK inh pilot replicates: also measured in Spn PMK inh; calls as there; inhibition, %; measured here: pilot screen replicates
Spn MK inh pilot replicates: recorded beside Spn MK inh, whose call it bears; inhibition, %; measured here: pilot screen replicates
DPM-DC inhibit pilot screen %: also measured in DPM-DC inhibit; calls as there; inhibition, %; measured here: pilot screen trials
* = called active by the depositor; i = inactive; nt = not tested or not shown; + = active, no number; & = joins results of further samples; [ ] = dose if it differs, or a comment. Rule as the data show it, unless noted: active = cytotoxicity above about 50%; inactive = the rest.

SMILES	DPM-DC inhibit	Spn PMK inh	HPDE-C7 viability	KRASV12 cytotoxicity	Spn MK inh	HT1080 cytotoxicity	Bfl-1 displacement	LYP inhibition	Alkaline phosphatase	others
CCOC(=O)c1[nH]c(C)c(C(=O)Nc2cc(OC)ccc2OC)c1C	i	12	44%	50%	4	58%*	6%	-13%	11%	Spn PMK inh pilot replicates=1.0;Spn MK inh pilot replicates=6.0;DPM-DC inhibit pilot screen %=0.5
CCOc1cc(C2NC(=O)N(C)C(C)=C2C(=O)OC)cc(Br)c1O (centres undefined)	i	3	-7%	2%	6	13%	0%	nt	14%	Spn PMK inh pilot replicates=3.0;Spn MK inh pilot replicates=0.0;DPM-DC inhibit pilot screen %=0.5
CCn1cc(C(=O)NCc2ccc3c(c2)OCO3)c(=O)c2cc(S(=O)(=O)N3CCOCC3)ccc21	i	11	3%	7%	9	3%	1%	4%	11%
Nc1nc(CN2CCN(Cc3ccc4c(c3)OCO4)CC2)nc(Nc2ccccc2)n1	i	9	-9%	17%	10	-2%	-2%	nt	12%	Spn PMK inh pilot replicates=7.5;Spn MK inh pilot replicates=0.0;DPM-DC inhibit pilot screen %=1.0
C=CCn1c(SCC(=O)N2CCN(C(=O)c3ccco3)CC2)nc2sc(CC)cc2c1=O	i	14	-4%	-12%	4	3%	5%	nt	5%
COc1ccc(CNC(=O)C2CSCCS2)cc1 (centres undefined)	i	8	nt	nt	5	-11%	nt	nt	nt
CCCc1ccc(Oc2c(-c3ccc(O)c(C)c3O)n[nH]c2C)cc1	i	12	4.9µM*	4.4µM*	7	-1%	6%	12%	-11%
COc1ccc(-c2nnn(CC(=O)c3ccccc3)n2)cc1OC	i	11	2%	3%	1	-1%	0%	18%	17%
CSc1ccccc1C(=O)Nc1cccc(C(C)O)c1 (centres undefined)	i	9	14%	0%	1	0%	-2%	4%	0%
CCn1cnc2sc(C(=O)N3CCN(c4ccc(OC)cc4)CC3)c(C)c2c1=O	i	15	0%	1%	4	-1%	-6%	2%	29%
CC(=O)/C=C(/C)NC(Cc1c[nH]c2ccccc12)C(=O)O (centres undefined)	i	17	2%	1%	11	-1%&7%	0%	7%	1%
Nc1nnnn1N=C1CCCCC1	i	5	-3%	-4%	2	4%	1%	9%	6%
Cn1nc(C(=O)NCc2ccccn2)c2ccccc2c1=O	i	0	-7%	-8%	0	9%	1%	6%	12%
CC(O)CNc1nc2c(c(=O)n(C)c(=O)n2C)n1Cc1cccc(Br)c1 (centres undefined)	i	18	-6%	15%	4	-4%	12%	4%	6%
O=C(NCc1ccco1)c1ccc(COCC(F)(F)F)cc1	i	4	0%	7%	0	-8%	-5%	5%	8%
CCn1c(=O)cc(OCC(=O)Nc2ccccc2C#N)c2ccccc21	i	7	5%	-3%	4	0%	0%	12%	5%
CCOC(=O)N1CCC(NC(=O)C2CCCN2C(=O)OCc2ccccc2)CC1 (centres undefined)	i	19	-2%	13%	4	8%	-4%	nt	15%	Spn PMK inh pilot replicates=0.0;Spn MK inh pilot replicates=2.5;DPM-DC inhibit pilot screen %=1.5
O=C(CSc1nc2ccccc2[nH]1)N1CCN(c2ccccc2)CC1	i	4	-2%	-5%	1	-9%	-2%	-1%	3%
CC1=C(C(=O)OCC2CCCO2)C(c2ccncc2)C2=C(CCCC2=O)N1 (centres undefined)	+	6	-8%	-3%	2	-5%	-3%	nt	2%
COc1cccc(C(=O)CSc2nnc(-c3ccco3)n2CC2CCCO2)c1 (centres undefined)	i	16	12%	6%	9	7%	-1%	nt	3%
COc1ccc2oc(=O)c(C(=O)NCC3CCCO3)cc2c1 (centres undefined)	nt	7	-6%	-13%	9	3%	3%	1%	8%
CCCCNc1c(C(=O)OCC)c(=O)[nH]c2ccccc12	i	4	-12%	3%	7	0%	5%	4%	12%
O=C(CCCCn1c(=O)c2ccccc2n(CC(=O)Nc2ccc(F)cc2)c1=O)NCc1ccco1	i	10	-9%	-2%	1	9%	-6%	10%	7%
O=C(Nc1ccc2c(c1)OCO2)C1Cc2ccccc2CN1S(=O)(=O)c1cccs1 (centres undefined)	i	14	-6%	-5%	4	0%	-4%	11%	6%
O=C(Cn1cnc2ccccc21)Nc1cc(C(F)(F)F)ccc1N1CCOCC1	i	14	-2%	-21%	0	0%	-9%	-3%	6%
C=CCn1c(=O)c2ccccc2n2c(SCc3nc(N)nc(Nc4ccccc4C)n3)nnc12	i	17	-3%	6%	0	6%	-7%	6%	10%
CNC(=O)CN(C1CCCCC1)S(=O)(=O)c1ccc(OC)c(Cl)c1	i	13	7%	6%	7	-2%	-6%	-11%	5%
Nc1nc(SCC(=O)C23CC4CC(CC(C4)C2)C3)n[nH]1	i	11	-9%	-5%	2	-5%	-9%	-8%	-13%
O=C(CN1CCCC1=O)NC1(C(F)(F)F)NC(=O)N(Cc2ccccc2)C1=O (centres undefined)	i	8	-5%	5%	6	1%	-7%	8%	7%
Cc1ccc(-n2nnnc2SCC(=O)N2CCc3ccccc3C2)c(C)c1	i	16	-12%	-10%	2	6%	2%	2%	4%
CCn1c2ccccc2c2cc(NC(=O)c3ccco3)ccc21	i	5	57%*	66%*	5	-1%	-1%	5%	8%
CCOc1ccc(/C(O)=C2\C(=O)C(=O)N(CCN(C)C)C2c2cccc(OC)c2OC)cc1Cl (centres undefined)	i	9	9%	16%	7	-2%	1%	6%	16%
CCn1ccnc1C(O)c1cccc(OC)c1OC (centres undefined)	i	12	0%	4%	4	7%	-7%	3%	2%
CC(C)Sc1nc2c(c(=O)[nH]c(=O)n2C)n1C	i	9	nt	nt	6	-2%	-2%	13%	2%
COCCCNC(=O)c1ccc2c(c1)ncn2-c1ccccc1OC	i	19	nt	nt	0	-4%	nt	-3%	nt
COc1ccccc1NC(=O)CCN1CCN(CCC(=O)Nc2ccccc2OC)CC1	i	11	-6%	-4%	8	-11%	0%	6%	8%
Cn1c(=O)n(CC(=O)Nc2ccccc2)c2ccccc21	i	9	2%	4%	0	-5%	-1%	4%	14%
CC(=O)N1CCc2cc(S(=O)(=O)NCCC(=O)NCCc3ccc(C)cc3)ccc21	i	11	-9%	2%	6	-3%	0%	nt	14%
COc1cccc(CNC(=O)C2CCCN(c3nc4ccccc4o3)C2)c1 (centres undefined)	i	17	-2%	-6%	6	6%	-7%	nt	5%
Cc1cc(C)n2nc(C(=O)N3CCOCC3)nc2n1	i	10	-12%	-4%	3	-2%	-4%	nt	-2%

Among those listed so far, these have a Cl atom:
SMILES	DPM-DC inhibit	Spn PMK inh	HPDE-C7 viability	KRASV12 cytotoxicity	Spn MK inh	HT1080 cytotoxicity	Bfl-1 displacement	LYP inhibition	Alkaline phosphatase	others
CNC(=O)CN(C1CCCCC1)S(=O)(=O)c1ccc(OC)c(Cl)c1	i	13	7%	6%	7	-2%	-6%	-11%	5%
CCOc1ccc(/C(O)=C2\C(=O)C(=O)N(CCN(C)C)C2c2cccc(OC)c2OC)cc1Cl (centres undefined)	i	9	9%	16%	7	-2%	1%	6%	16%

Following part.
SMILES	DPM-DC inhibit	Spn PMK inh	HPDE-C7 viability	KRASV12 cytotoxicity	Spn MK inh	HT1080 cytotoxicity	Bfl-1 displacement	LYP inhibition	Alkaline phosphatase	others
Cc1ccc(CNC(=O)C2CC(=O)N(C3CCCCCCC3)C2)cc1 (centres undefined)	i	9	-10%	-8%	7	8%	-5%	nt	0%
Nc1nnnn1/N=C/C=C/c1ccccc1	i	9	-7%	-20%	14	0%	-1%	-4%	9%
CCOc1ccccc1C1CC(=O)Nc2cc(OC)c(OC)c(OC)c21 (centres undefined)	i	22	-16%	-13%	5	nt	-5%	-3%	6%
COc1ccccc1Oc1cc(C#N)c(C#N)cc1-n1nnc2ccccc21	i	9	-9%	-24%	11	nt	-4%	13%	4%
Cc1cc(-c2ccccc2)c2nncn2n1	i	0	1%	-11%	2	24%	-7%	4%	3%	Spn PMK inh pilot replicates=0.5;Spn MK inh pilot replicates=0.5;DPM-DC inhibit pilot screen %=5.0
CCOC(=O)C1=C(C)OC(N)=C(C#N)C1c1ccoc1 (centres undefined)	i	4	-3%	3%	5	-1%	-4%	nt	13%	Spn PMK inh pilot replicates=2.0;Spn MK inh pilot replicates=8.0;DPM-DC inhibit pilot screen %=3.5
CSc1ccccc1C(=O)NCCSC(C)(C)C	i	0	5%	7%	5	-6%	-5%	1%	11%
COc1ccccc1C(=O)N1CCNC(=O)C1CC(=O)Nc1ccc(Cl)cc1 (centres undefined)	i	6	17%	-4%	4	12%	-1%	5%	13%	Spn PMK inh pilot replicates=9.0;Spn MK inh pilot replicates=8.5;DPM-DC inhibit pilot screen %=1.0
CCCNC(=O)Nc1cc(OCC)c(N2CCOCC2)cc1OCC	i	5	10%	3%	5	27%	-3%	-6%	9%
COC(=O)c1ccccc1NC(=O)CN(C)S(=O)(=O)c1cc(C)ccc1OC	i	9	-13%	-5%	10	4%	-6%	-8%	6%
O=C(O)CSc1nnc(-c2cc3ccccc3o2)n1-c1ccccc1	i	7	-8%	-4%	4	0%	-6%	-6%	2%
CCOc1nc(-c2ccccc2)ccc1-c1noc(-c2ccc(OC)c(OC)c2)n1	+[fluoresces]	14	23%	20%	4	3%	-2%	8%	16%	Spn PMK inh pilot replicates=3.5;Spn MK inh pilot replicates=4.0;DPM-DC inhibit pilot screen %=35*
O=C(COc1ccccc1)N1CCc2ccccc2C1	i	0	-7%	-2%	0	nt	-2%	-12%	9%
O=C(O)CCn1c(=O)[nH]c2ccccc2c1=O	i	0	15%	6%	1	0%	1%	10%	0%
Cc1cc(Cl)c(S(=O)(=O)NCc2cccnc2)cc1OCC(N)=O	i	0	-6%	4%	1	33%	-8%	-21%	8%
CCCCN(C)CCCNC(=O)CC1Oc2ccccc2NC1=O (centres undefined)	i	5	-6%	-4%	0	-2%	-4%	10%	9%	Spn PMK inh pilot replicates=0.0;Spn MK inh pilot replicates=0.0;DPM-DC inhibit pilot screen %=0.0
Cc1c(N(C)C(=O)c2ccccc2F)c(=O)n(-c2ccccc2)n1C	i	17	-8%	6%	0	-8%	-10%	-7%	6%
O=C(CCCOc1ccccc1)Nc1nncs1	i	19	-17%	-30%	0	-3%	2%	5%	13%
CCOC(=O)C1CCN(S(=O)(=O)c2nc3nc(C)cc(C)n3n2)CC1	i	12	-4%	-8%	5	2%	-3%	-2%	4%
CC(NC(=O)CSc1n[nH]c(=O)n1C1CC1)C12CC3CC(CC(C3)C1)C2 (centres undefined)	i	10	-15%	15%	0	2%	6%	8%	11%	Spn PMK inh pilot replicates=4.5;Spn MK inh pilot replicates=1.0;DPM-DC inhibit pilot screen %=0.0
COCCNC(=O)C(c1cccs1)N(C(=O)Cn1nnc2ccccc21)c1cccc(C)c1 (centres undefined)	i	12	6%	8%	9	-2%	-3%	14%	7%
